Bioassay records from PubChem BioAssay.
12-LOX inh – inhibitors of human 12S-lipoxygenase ALOX12; hit rate 1.1% among 580,000; Potency, µM (highest dose often 108 µM), for the others: at the highest dose activity change, negative = inhibition, most hits filed as inhibitors; P18054; purified 12hLO, xylenol orange hydroperoxide absorbance; AID 1671190; active = well fitted inhibition curve with a large enough effect; inconclusive = small, poorly fitted or top-dose-only effect, or another doubt; inactive = no such curve, though single readings can be large or run the other way
Target sequence (P18054 whole entry, looked up): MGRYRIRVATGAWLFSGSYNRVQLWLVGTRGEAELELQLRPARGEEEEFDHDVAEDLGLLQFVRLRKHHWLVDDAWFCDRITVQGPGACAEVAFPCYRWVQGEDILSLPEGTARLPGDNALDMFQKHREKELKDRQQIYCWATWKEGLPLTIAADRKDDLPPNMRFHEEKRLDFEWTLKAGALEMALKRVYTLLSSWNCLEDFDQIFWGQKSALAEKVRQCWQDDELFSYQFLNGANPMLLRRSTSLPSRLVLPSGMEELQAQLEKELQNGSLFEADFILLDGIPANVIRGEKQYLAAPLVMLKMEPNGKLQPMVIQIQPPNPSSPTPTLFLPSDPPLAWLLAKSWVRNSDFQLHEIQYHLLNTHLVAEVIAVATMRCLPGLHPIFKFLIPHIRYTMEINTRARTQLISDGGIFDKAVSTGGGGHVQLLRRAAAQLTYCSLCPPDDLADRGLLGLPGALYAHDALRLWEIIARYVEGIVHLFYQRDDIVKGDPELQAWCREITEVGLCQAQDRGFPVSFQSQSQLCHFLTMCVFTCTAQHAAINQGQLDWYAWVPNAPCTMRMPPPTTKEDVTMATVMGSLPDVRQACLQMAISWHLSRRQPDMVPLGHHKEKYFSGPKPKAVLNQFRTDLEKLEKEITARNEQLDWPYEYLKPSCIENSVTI
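Hydroperoxide product was detected by ferrous iron/xylenol orange as the 573 to 405 nm absorbance ratio. Arachidonic acid at 40 uM (final) was turned over for 30 min at room temperature by 150 nM human 12hLO, pH 7.0 Hepes buffer, after 15 min compound preincubation.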
* marks the source's active call; other numbers are inactive results; ? = inconclusive; & = joins results of further samples; [ ] = remark or other dose. % is scaled to controls: 0 for no effect and ±100 for the full control effect; potency is read from the fitted curve at half-maximal effect. This is a subset, so the mix of outcomes need not match the whole.

Structure,12-LOX inh
O=C(O)CCC(=O)N[C@H]1CO[C@H]2[C@@H]1OC[C@@H]2n1nnnc1Oc1ccc(-n2ccnc2)cc1,-14%
Cn1nc2n(c1=O)CCN(C1CCOCC1)CC2,33%
COCCOc1ccc2c(n1)CCN(C(=O)c1cccc(OC)c1OC)C2,47%
O=C(Cn1ccn2nc(-c3ccc(F)cc3)c(CO)c2c1=O)NCc1ccc(F)cc1F,43%[activator]
CNC(=O)c1cnc2c(c1)N(Cc1ccccc1)CCC2,44%[activator][176 µM]
Cc1cc(C)nc(CNC(=O)[C@H]2CCC[C@@H](O)C2)n1,0%
COc1ccc(CN2CCNc3cnc(Nc4ccccc4)cc3C2)cc1,-4%[176 µM]
CCc1ccc(C2CC3C(CN2S(=O)(=O)c2ccc(C)cc2)C(=O)CC(c2ccc(CC)cc2)N3S(=O)(=O)c2ccc(C)cc2)cc1 (configuration not stated),9%
CC(Sc1nc(-c2cccs2)nc2ccccc12)C(=O)NCc1ccco1 (configuration not stated),-11%
CCCNc1c(NS(=O)(=O)c2ccc3c(c2)oc(=O)n3C)c(=O)oc2ccccc12,10%
c1cnc2nc(C3CCCN3)[nH]c2c1 (configuration not stated),112%&69%[activator][176 µM]
Cc1ccc(/C=C(/C#N)c2ccc(C(F)(F)F)cn2)cc1,-1%
Cc1cc(Cl)c2cccc(C(F)(F)F)c2n1,?
CC1CCC/C(=N/NC(=O)c2cccs2)C1 (configuration not stated),41%[activator]
Cn1cc(-c2cc3c(ccn3Cc3ccncc3)c(N3CCOCC3)n2)cn1,-9%[176 µM]
COc1cccc(C(=O)N2CCC(N3C[C@H](O)C[C@H]3C(=O)NCc3ccc(C)cc3)CC2)c1,6%
CN(C1CCCc2ccccc21)S(=O)(=O)c1cccc(C(F)(F)F)c1 (configuration not stated),80%[activator]
O=S(=O)(c1cc(F)cc(F)c1)N1CCCC(Cn2c(C3CC3)nc3cccnc32)C1 (configuration not stated),?
CC(=O)NC[C@H]1CCN(S(=O)(=O)c2ccc(C#N)cc2)C[C@H]1N(C)C,46%[activator]
C=CCNC(=O)c1cn2c(n1)CN(C(=O)c1cccnc1)CC2,8%[12.5 µM]
Cc1ccc(-c2cn3c(n2)N(S(C)(=O)=O)CCC3)cc1,34%[activator]
Cc1cc(C)c(S(=O)(=O)N2CCC(C(=O)NCCc3csc(-c4ccccc4)n3)CC2)c(C)c1,?
C[C@@H]1CN(C(=O)CCc2ccc(F)cc2F)C[C@@]1(O)C1CCC1,17%
COc1ccc(C2(C(=O)N3CCCCCCN(C)C(=O)[C@@H]4CCC[C@@H]43)CC2)cc1,36%[activator]
O=C(CN1C(=O)NC2(CCS(=O)(=O)CC2)C1=O)Nc1cccc(Cl)c1,20%
O=C(CN1CCCC1=O)NC1CCN(Cc2ccccc2)CC1,42%[activator]
Cc1nc2ncnn2c(C)c1CCC(=O)Nc1cccc(S(=O)(=O)N2CCCC2)c1,-20%
COc1ccc(C23CC4CC(CC(C(=O)Nc5nc(C)cs5)(C4)C2)C3)cc1,?
C[S+](=O)([O-])N1CCC(c2nnc3n2C(C(=O)NCc2ccc(F)cc2)CC3)CC1 (configuration not stated),?
O=C(Nc1ccc(Cl)cc1Cl)c1cn2c(n1)CN([S+](=O)([O-])c1cccc(C(F)(F)F)c1)CC2,9%[6.33 µM]
Cc1cccc(NC(=O)C(C)n2cnc3c2c(=O)n(C)c(=O)n3C)c1 (configuration not stated),2%
CC1CN(CCC(=O)NCc2ccc3ncccc3c2)Cc2cc(Cl)ccc2O1 (configuration not stated),-4%
Cc1ccccc1-c1[nH]nc2ncc(-c3cnn(C)c3)nc12,-3%[176 µM]
CN(Cc1ccc(C(=O)NC2CC2)cc1)C(=O)c1cc(=O)[nH]c2ccccc12,-41%
Cc1ccc(C)c(CN2CCN(c3nc4c(c(=O)[nH]c(=O)n4C)n3C/C=C/c3ccccc3)CC2)c1,0%
O=C(CCC1CCN(S(=O)(=O)c2ccccc2)CC1)N1CCOCC1,7%
Cc1ccc2cc(C(=O)N3CCN(S(=O)(=O)c4cccs4)CC3)[nH]c2c1,?
COc1cccc(-c2ncc[nH]2)c1,53%[activator][176 µM]
C[C@@H]1CN(C[C@@H]2CN(C(=O)c3ccsc3)C[C@@H]2CO)C[C@H](C)O1,22%
C=CCNC(=O)c1coc(COc2ccc3c(c2)C(c2ccc(C)cc2)N(C(=O)C2CC2)CC3)n1 (configuration not stated),?
C[S+](=O)([O-])N1CCN([S+](=O)([O-])c2ccc(Cl)nc2)C(=O)C1,-6%[6.33 µM]
Cc1nc(C)c(C(=O)NCC2Cn3cccc3C(=O)N2Cc2ccccc2)s1 (configuration not stated),26%
Cc1ccc(S(=O)(=O)N2CCCC(CCC(=O)NCCCc3ccccc3)C2)cc1 (configuration not stated),-6%
CCOCCn1c(-n2nc(C)cc2C)nc2c1c(=O)n(CCc1ccccc1)c(=O)n2C,-5%
Cc1cccc(C(=O)N2CCC(c3nc(C4CCOCC4)no3)C2)c1 (configuration not stated),16%
CN(C)CC1(O)CCC2(CCN(C(=O)CCc3nc4ccccc4[nH]3)CC2)CC1,46%[activator]
CCCCOCCCNC(=O)C[C@H]1C[C@@]2(C(=O)OC)C(=C[C@H](C(C)C)O[C@@H]2C2CC2)N(Cc2ccccc2)C1=O,-5%
O=C(Nc1ccc(C2(C(=O)N3CCCCCC3)CCC2)cc1)C1CC1,-5%
Cc1ccc(C(=O)COC(=O)C2CC3CCCC(C2)C32SCCS2)s1 (configuration not stated),1%
CCCC(=O)N1CCC(O)(c2ccccc2)[C@H](N2CCCC2)C1 (some centres not stated),275%[activator]
COc1ccccc1CN1CCN(C(=O)c2ccc3c(c2)C(O)CCCCCN3C)CC1 (configuration not stated),41%[activator]
O=C(NCc1ccccc1)C(c1cc2ccccc2o1)n1c(=O)c(-c2ccco2)nc2ccccc21 (configuration not stated),?
COC[C@@H]1CN(C(=O)c2ccc(C#N)cc2)C[C@H]1c1ccccn1,25%
COc1ccc(-c2cc(N3CCN(C(=O)c4ccc(C)cc4)CC3)n[nH]2)cc1,14%
CCN(CC)C(=O)[C@@H]1CCC[C@@H](NC2CCC2)CN(C)C(=O)C1,12%[176 µM]
O=C(/C=C/c1cccc(O)c1)c1ccc(F)cc1,45µM*
O=C(N[C@H](Cc1ccccc1)C(=O)N1CCN(C(=O)N2CCOCC2)CC1)[C@H]1O[C@@H](n2ccc(=O)[nH]c2=O)[C@H](O)[C@@H]1O,5%
Cc1cc(C)c2nc(-c3ccc(Cl)s3)cc(C(=O)O)c2c1,?
Cc1noc(C)c1-c1cc2cc(CN(C)C)oc2c(N2CCOCC2)n1,2%[176 µM]
NC(=O)c1ccc(COC(=O)CCC(=O)c2ccc(Cl)cc2)c([N+](=O)[O-])c1,?

4 entries drawn at random from the list so far:
Structure,12-LOX inh
Cc1cc(C)c(S(=O)(=O)N2CCC(C(=O)NCCc3csc(-c4ccccc4)n3)CC2)c(C)c1,?
O=S(=O)(c1cc(F)cc(F)c1)N1CCCC(Cn2c(C3CC3)nc3cccnc32)C1 (configuration not stated),?
O=C(CN1C(=O)NC2(CCS(=O)(=O)CC2)C1=O)Nc1cccc(Cl)c1,20%
CC1CN(CCC(=O)NCc2ccc3ncccc3c2)Cc2cc(Cl)ccc2O1 (configuration not stated),-4%

Later entries:
Structure,12-LOX inh
C#CCNC(=O)COC(=O)c1cccnc1Nc1cccc(C(F)(F)F)c1,?
Cc1cnc(C)c(N2CCN(Cc3nc(-c4sccc4C)oc3C)CC2)n1,59%[activator]
N#Cc1ccc(CN2CCCN(S(=O)(=O)c3ccccc3)CCC(=O)NCC2)cc1,11%
Cc1noc(-c2ccn3c(CNC(=O)C(C)c4ccccc4)nnc3c2)n1 (configuration not stated),8%
CCOCCOC1CCN(S(=O)(=O)c2ccccc2)CC1,35%
CCCC(C(=O)Nc1nc2ccc(F)cc2s1)c1ccccc1 (configuration not stated),?
C#CCN(C[C@@H]1[C@@H](OC(=O)Nc2cccs2)[C@@H](OC(=O)Nc2cccs2)C[C@H](C(=O)OC)[C@@H]1C(=O)OC)S(=O)(=O)c1ccc(C)cc1,?
Cc1ccc(NS(=O)(=O)c2ccc3c(c2)C(C)(C)C(=O)N3)cc1C,-6%
O=C1N(CC2CCOCC2)CCOC12CCN([S+](=O)([O-])c1ccccc1)CC2,-3%[176 µM]
COc1ccc(-c2cc(N3CCCN(C(=O)c4cc5ccccc5[nH]4)CC3)n[nH]2)cc1,5%
Cc1cccc(NC(=O)Cn2c(-c3cccc(Cl)c3)nc(C)c(CCO)c2=O)c1,?
CC(=O)Nc1ccc(N2C(=O)C(=O)/C(=C(/O)c3ccccc3)C2c2ccccc2)cc1 (configuration not stated),?
COC(=O)N(C)CC(=O)NC1CCCCC1C (configuration not stated),-16%
Cc1nc(Sc2cccc(C(F)(F)F)c2)c2c(-c3cccs3)csc2n1,9%
Cc1ccc(NS(=O)(=O)c2c[nH]c3ccc([N+](=O)[O-])cc23)cc1,-22%
NC(=O)C1CCCN(Cc2ccc3c(c2)CN(Cc2cn[nH]c2-c2ccc(F)cc2)CCO3)C1 (configuration not stated),10%
Cc1noc(C)c1S(=O)(=O)NCC1(COc2ccc(C(F)(F)F)cn2)C[C@@H](O)[C@@H](O)C1 (some centres not stated),?
Cc1nc2ccccc2c(C)c1CC(=O)NCc1ccc(OCC(F)(F)F)cc1,-3%
O=S(=O)(c1ccc(Cl)cc1)c1nnn2c1nc(N1CCCCC1)c1ccccc12,?
COc1ccc(C(=O)N2CCOC3(CCN(C(C)=O)CC3)C2)cc1,1%[6.33 µM]
O=C1/C(=C/c2ccc(Cl)c(Cl)c2)CCc2ccccc21,4%
CCOC(=O)N1CCN(Cc2nc3c(c(=O)[nH]c(=O)n3C)n2CC(C)C)CC1,-7%
Cc1c(O)ccc2c(CN3CCN(c4ccccc4F)CC3)cc(=O)oc12,-6%&26%
NC(=O)c1ccc(CC2CCN(C(=O)C3CCOCC3)CC2)cc1,3%
CC(C)C[C@H]1CNC(=O)C(=O)N1C[C@H]1CCCN1C[C@H](CC(C)C)N1C[C@H](CC(C)C)N(CCc2ccccc2)C(=O)C1=O,16%
O=C(CCCSc1nc2ccccc2s1)Nc1ccc(C(F)(F)F)cc1,-17%
CC(C)CCn1cnc2c1c(O)nc(=O)n2Cc1ccccc1,0%
COc1cc(/C=C(/C#N)C(=O)c2c(Cl)cccc2Cl)cc(OC)c1O,?
Cc1ccc(-c2[nH]c3ccccc3c2C)cc1,?
Cn1c(C(=O)N2CCN(C(=O)c3ccccc3F)CC2)cc2ccccc21,16%
COc1ccccc1CN1CCOc2ccc(CN3CCCCC3CO)cc2C1 (configuration not stated),13%
CCCCCCn1nc(C(=O)OCc2ccccc2)c2ccccc2c1=O,45%[activator]
CCc1cccc(CC)c1NC(=O)c1ccc(CSc2ccccc2)cc1,10%
O=C(CN1CCCc2nc(C3CC3)ncc2C1=O)NCCCN1CCCC1=O,-10%
CN(C)[C@@H]1CN(C2CCCCCC2)CC[C@@H]1CO,24%
CN(C)Cc1nnc(C2CC(Nc3cncc(C(=O)N(C)C)n3)C2)n1C (configuration not stated),?
O=C(CCCc1c[nH]c2ccccc12)N1CCCC1c1ccc(F)cc1 (configuration not stated),?
CC(C)(C)c1nc2cc(NC(=O)Cc3ccccc3[N+](=O)[O-])ccc2o1,-14%
O=c1cnc2cnc(N3CCOCC3)nc2n1Cc1ccc(F)cc1,90%
O=C(CSc1ncnc2ccccc12)N(C1CCCC1)C1CCS(=O)(=O)C1 (configuration not stated),13%
CCN(C1CCOCC1)C1CN(S(C)(=O)=O)C1,34%[activator]
CN(CC1CCOCC1)C(=O)C1CCCC1,19%
COCCn1c(=O)n([C@H]2CCCN(S(=O)(=O)c3cccc(OC)c3)C2)c2ncccc21,18%
COCCn1nc2n(c1=O)CCN(Cc1ccc3cc[nH]c3c1)CC2,13%
Nc1cccc(C(=O)/C=C/c2ccc(Cl)cc2Cl)c1,-6%
Cn1c(CC(=O)Nc2ccc(F)cc2)nnc1SCC(=O)c1ccc(C#N)cc1,?
CCC(=O)Nc1ccc(C(=O)CSc2nnc(C3CC3)n2Cc2ccccc2)cc1,-17%
COC(=O)c1ccc(COC(=O)c2cc3c(s2)CCC3)o1,8.9µM*
COc1cc(CC(=O)OCc2ccccc2C#N)ccc1C,34%
Cc1nn(Cc2cccc(F)c2)c(C)c1NS(=O)(=O)c1c(C)nn(C)c1C,-45%
CCCNC(=O)NC(=O)CSc1ncnc2ccccc12,1%
CCOC(=O)c1sc(CC(=O)Nc2ccccc2C)nc1C,8.9µM*
NC(=O)Cn1ccc2cc(OCC3CCN(C(=O)C4CC4)CC3)cnc21,-25%[176 µM]
O=C(c1cccc(-c2ncc[nH]2)c1)N1CCCC(O)(CN2CCCC2)C1 (configuration not stated),59%[activator]
COc1ccc(-c2nc(C)nc3c2CCN(Cc2cccn2C)CC3)cc1,-4%
Oc1cc(-c2nc3ccccc3s2)cc2c1OCCN(Cc1cccn1-c1ccc(Cl)cn1)C2,6%
O=C(NCc1ccnc2[nH]ccc12)C1CCCC1,-4%[176 µM]
